ERK AVP inh – qHTS Assay for Inhibitors of the ERK Signaling Pathway using a Homogeneous Screening Assay. 72,000 compounds, 0.99% hits. HEK293-V1b, vasopressin-stimulated pERK AlphaScreen. Potency, µM (top dose mostly 57.5 µM), for the others: at the highest dose activity, negative = inhibition, most hits filed as inhibitors; further: potency means the concentration at half of the fitted maximal effect; on the % scale 0 is the no-effect control and ±100 the full control effect; nearly all actives have a fitted effect of over 55% in size
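Overnight-seeded V1b-HEK293 cells in 1% FBS got compound, then vasopressin (25 nM final, 5 min, 37C), then lysis buffer. AlphaScreen detection of phospho-ERK; activity normalized to basal and full-stimulation controls.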
HBB splice mod – qHTS Assay for Modulators of Hemoglobin Beta Chain Splicing; HBB splicing reporter cell assay, activation; EGFP reporter with mutant IVS2-654 intron; response scale: normalised to 500 nM splice-correcting PNA; Potency, µM (top dose mostly 46.1 µM), inactives show at the highest dose activation, usual class: activators; 65,000 compounds, 0.06% hits; further: potency means the concentration at half of the fitted maximal effect; 0% is about no effect
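HeLa cells stably expressing EGFP interrupted by mutant beta-globin intron 2 (IVS2-654), 500/well in 2% FCS. Treated with compound for 2 days at 37C. Splicing correction scored as total well GFP intensity (488 nm excitation, 500-520 nm emission); 500 nM antisense PNA served as control.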
CRE-bla Fsk – Cell signaling CRE-BLA (Fsk stim). CHO CRE-bla reporter (cAMP response element driving beta-lactamase), forskolin EC10, beta-lactamase ratio. Potency, µM (series often up to 38.2 µM), without a hit: top-dose activity change, negative = inhibition, actives largely listed as activators. 71,000 compounds, 2.5% hits. AID 662, 2007; active means well fitted activation curve with a large enough effect in the signal ratio, with a control signal flat, not every such curve was filed as active; inconclusive means small, poorly fitted or top-dose-only effect, or effect the other way, or a change in a side signal; the % refers to the signal ratio; further: potency means the concentration at half of the fitted maximal effect; % of control where 0% means no effect
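qHTS titration format; CRE-bla CHO reporter; stimulus EC10 NKH 477, a water-soluble forskolin. Read: CCF4 460/530 nm ratio. Potency expressed as AC50 for activators or inhibitors.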
Hsp90 Hop PPI – qHTS Assay for Disrupters of an Hsp90 Co-Chaperone Interaction. 71,000 compounds, 0.44% hits. Hsp90 C-terminal peptide / TPR2A (Hop) interaction, human. AID 595, 2007. Potency, µM (highest dose often 57 µM), for inactives: at the top dose activity change, negative = inhibition. AlphaScreen TPR2A-His6 binding biotin-Hsp90 C-terminal peptide; active means well fitted curve in either direction with a large enough effect; inconclusive means small, poorly fitted or top-dose-only effect, or another doubt; further: potency means the concentration at half of the fitted maximal effect; on the % scale 0 is the no-effect control and ±100 the full control effect; many of its hits are not listed in these tables
Luciferase inh – qHTS Assay for Inhibitors of Firefly Luciferase; Luciferin 4-monooxygenase (Photinus pyralis), P08659; purified firefly luciferase, luminescence, 8 min; Potency, µM (highest dose often 57.1 µM), for inactives: at the top dose activity change, negative = inhibition, actives largely listed as inhibitors; 72,000 compounds, 2.2% hits; further: potency means the concentration at half of the fitted maximal effect; on the % scale 0 is the no-effect control and ±100 the full control effect; nearly all actives have a fitted effect of over 40% in size
Target sequence (P08659 whole entry, looked up): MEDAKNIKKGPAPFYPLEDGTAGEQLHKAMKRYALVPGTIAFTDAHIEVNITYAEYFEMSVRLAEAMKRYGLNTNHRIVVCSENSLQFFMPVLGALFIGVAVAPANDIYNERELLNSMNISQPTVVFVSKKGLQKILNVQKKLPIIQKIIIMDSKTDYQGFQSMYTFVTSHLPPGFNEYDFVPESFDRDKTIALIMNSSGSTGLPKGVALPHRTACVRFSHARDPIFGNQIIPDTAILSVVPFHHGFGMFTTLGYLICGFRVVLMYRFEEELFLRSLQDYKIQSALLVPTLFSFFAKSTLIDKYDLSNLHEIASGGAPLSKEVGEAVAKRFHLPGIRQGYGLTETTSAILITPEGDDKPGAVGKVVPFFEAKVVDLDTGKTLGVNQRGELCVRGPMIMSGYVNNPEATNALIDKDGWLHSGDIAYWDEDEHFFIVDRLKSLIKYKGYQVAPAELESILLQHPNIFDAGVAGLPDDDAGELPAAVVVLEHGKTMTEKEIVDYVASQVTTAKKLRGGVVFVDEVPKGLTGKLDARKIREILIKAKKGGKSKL
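Titration-based qHTS; buffer 50 mM imidazole pH 7.2, 50 mM KCl, 7 mM MgCl2, 10 uM ATP, 0.01% Tween 20, 0.05% BSA; luciferase/luciferin detector mix added after compound; 8 min, ambient; luminescence.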
Tau filament bind – qHTS Assay for Tau Filament Binding; recombinant tau filaments, thioflavin S fluorescence, 15 h; filaments grown with octadecylsulfate alongside compound; AID 596, 2007; Microtubule-associated protein tau (Homo sapiens), P10636; 71,000 compounds, 2% hits; Potency, µM (titrated, usually from 57.1 µM), for inactives: at the top dose activity change, negative = inhibition;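 further: potency means the concentration at half of the fitted maximal effect; on the % scale 0 is the no-effect control and ±100 the full control effect; actives lower thioflavin S fluorescence by blocking filaments or displacing dye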
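His-tagged recombinant human tau (exons 2, 3 and 10 included), 1 uM, was induced to fibrillize by 30 uM sodium octadecylsulfate with compound present. After 15 h at 37 C, thioflavine S fluorescence (ex 450, em 510 nm) was read.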
HADH2 inhib – qHTS Assay for Inhibitors of HADH2 (Hydroxyacyl-Coenzyme A Dehydrogenase, Type II); recombinant HADH2, NADH fluorescence, beta-hydroxybutyryl-CoA; Potency, µM (series often up to 57.1 µM), without a hit: top-dose activity change, negative = inhibition, usual class: inhibitors; 73,000 compounds, 3.4% hits; AID 886, 2007; further: potency means the concentration at half of the fitted maximal effect; on the % scale 0 is the no-effect control and ±100 the full control effect; nearly all actives have a fitted effect of over 60% in size; many of its hits are not listed in these tables
Target sequence (Q99714 whole entry, looked up, one chain of several): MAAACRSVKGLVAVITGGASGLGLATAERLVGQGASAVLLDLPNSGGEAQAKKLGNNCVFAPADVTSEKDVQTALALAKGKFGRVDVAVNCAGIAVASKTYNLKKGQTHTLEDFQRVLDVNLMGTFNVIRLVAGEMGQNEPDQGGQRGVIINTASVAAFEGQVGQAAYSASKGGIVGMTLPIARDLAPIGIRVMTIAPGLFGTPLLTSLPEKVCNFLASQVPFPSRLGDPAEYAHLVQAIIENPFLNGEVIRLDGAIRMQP
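NADH fluorescence (ex 360/em 450 nm) read every 30 s for 4 min; activity taken as last-minus-first time point difference. Enzyme 20 nM, NAD+ 1 mM, beta-hydroxybutyryl-CoA 90 uM, pH 9.0 Tris buffer.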
DNA Pol III inh – qHTS Assay for Inhibitors of DNA Polymerase III Holoenzyme System; reconstituted DNA polymerase III holoenzyme replication, biochemical; Potency, µM (doses to about 57.1 µM), without a hit: at the top dose activity change, negative = inhibition; 71,000 compounds, 0.25% hits; AID 603, 2007; further: potency means the concentration at half of the fitted maximal effect; on the % scale 0 is the no-effect control and ±100 the full control effect
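Reconstituted *E. coli* holoenzyme (0.35 nM Pol III, 1 nM beta, 154 nM SSB, 2 nM primase) was preincubated with compound for 15 min at RT. Synthesis on 1.4 nM ssM13Gori ran 35 min, then was stopped with PicoGreen/EDTA and read as dsDNA fluorescence.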
15-hLO inh – qHTS Assay for Inhibitors of 15-hLO (15-human lipoxygenase); Potency, µM (series often up to 57.1 µM), for inactives: at the highest dose activity change, negative = inhibition, most hits filed as inhibitors; 74,000 compounds, 1.4% hits; Polyunsaturated fatty acid lipoxygenase ALOX15 (Homo sapiens), P16050; purified 15hLO-1, xylenol orange hydroperoxide absorbance; AID 887, 2007; further: potency means the concentration at half of the fitted maximal effect; on the % scale 0 is the no-effect control and ±100 the full control effect; nearly all actives have a fitted effect of over 55% in size
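40 nM 15hLO-1 + cpd, 15 min RT; start w/ 50 uM AA (final), 6 min RT; stop/detect w/ 200 uM XO + 300 uM Fe(II) in 50 mM H2SO4, 30 min; A573/A405. Buffer 25 mM Hepes pH 7.5, 0.01% Triton X-100. No-enzyme wells as negative control.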
Epigenetic mod – qHTS Assay for Epigenetic Modulators; mouse C127i GFP locus derepression, cytometry, 30 h; Potency, µM (doses to about 46.1 µM), for inactives: at the highest dose GFP derepression (activation); 68,000 compounds, 0.09% hits; AID 597, 2007; further: % of control where 0% means no effect
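Read-out is the number of GFP-positive cells, scored as fluorescent objects 20 to 120 um wide, reflecting derepression of a silenced CMV-GFP reporter in murine C127i cells after 30 h compound exposure at 37 C.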
UbGFP stabilizer – Ubiquitin-GFP Assay. Potency, µM (highest dose often 45.9 µM), inactives show top-dose activation (GFP accumulation), actives largely listed as activators. AID 526, 2006. 67,000 tested, under 10 active. Ubiquitin-GFP reporter cells, proteasome inhibition, GFP fluorescence; response scale: untreated = 0%, 10 µM MG-132 = 100%; active means well fitted activation curve with a large enough effect, not every such curve was filed as active; inconclusive means small, poorly fitted or top-dose-only effect, or another doubt; inactive means no such curve, though single readings can be large or run the other way; further: potency means the concentration at half of the fitted maximal effect
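GFP accumulation read-out: laser plate cytometry counting ubiquitin(G76V)-GFP-expressing U2OS cells after 4 hr compound exposure at 37 °C. Titrations spanned 46 uM to 2.9 nM; 0% = basal, 100% = 10 uM MG-132; concentration-response curves fitted.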
An asterisk follows results filed as active; ? = inconclusive; . = not tested or not shown; [ ] = remark or other dose. Unless noted, the call rests on the fitted dose curve; in most records, active means well fitted curve in the direction sought with a large enough effect; inconclusive means small, poorly fitted or top-dose-only effect, or another doubt; inactive means no such curve, though single readings can be large; an effect the other way counts as inactive or inconclusive. Only part of the results is shown. The share of hits here may be higher or lower than overall.

SMILES	ERK AVP inh	HBB splice mod	CRE-bla Fsk	Hsp90 Hop PPI	Luciferase inh	Tau filament bind	HADH2 inhib	DNA Pol III inh	15-hLO inh	Epigenetic mod	UbGFP stabilizer
C[C@@H]1C(=O)N(C)C(=O)c2nc[nH]c21	12%	-0.2%	7%	-2%	-2%	-2%	7%	-6%	4%	-2%	-5%
CCn1ccnc1C(O)c1cccc(OC)c1OC (centres undefined)	2%	0.1%	0%	-3%[2.3 µM]	4%	-11%	-7%	-8%	4%	.	-8%
C=CCN(C(=O)CNC(=O)c1ccco1)C(C(=O)NC1CCCCC1)c1ccc(F)cc1 (centres undefined)	-7%	-0.3%[57.5 µM]	-11%	?	-1%	-8%	29%	-2%	-16%	1%	0%
CC(C)Sc1nc2c(c(=O)[nH]c(=O)n2C)n1C	-16%	-2.1%[1.84 µM]	?	4%	0%	-4%	0%	-8%	3%	2%	-2%
CCCCNC(=O)CCCn1c(=O)c2ccccc2n(CC(=O)NCCC2=CCCCC2)c1=O	-18%	-2.4%	-14%	1%	3%	-7%	8%	1%	-12%	2%	?
O=C1C=CC2=C3c4cc(O)c(O)cc4C[C@@]3(O)COC2=C1O	.	.	?	?	-11%[11.4 µM]	?	0.13µM*	0.02µM*	.	-2%[9.22 µM]	-4%
O=C(Cn1cnc2c(cnn2-c2ccc(F)cc2)c1=O)N1CCN(c2ccccc2)CC1	-13%	3.4%	-1%	-1%	-1%	59%	10%	-4%	-8%	1%	3%
CCOc1ccc(/C(O)=C2\C(=O)C(=O)N(CCN(C)C)C2c2cccc(OC)c2OC)cc1Cl (centres undefined)	-8%	0.1%	-13%	-4%	2%	0%	-6%	-1%	-2%	0%	21%
CN1C(=S)SC(C)(NO)C1(C)C (centres undefined)	0%	7.5%[0.369 µM]	-8%	-4%	0%	-6%	?	-2%	5%	4%	2%
CCc1nc(SCC(=O)N2CCC(C)CC2)c2c(=O)n(C)c(=O)n(C)c2n1	.	-1.4%	10µM*	-5%	2%	62%	-3%	-6%	-1%	.	-13%
COc1ccc(-n2c(=O)c(-c3ccccc3)nc3cnc(N4CCN(C)CC4)nc32)cc1	12%	0.5%	?	-1%	2%[11.4 µM]	?	-5%	-9%	1%	5%[9.22 µM]	-1%
Cc1cc(C)c2nc(N3CCN(C)CC3)c(C#N)cc2c1	-5%	.	3%	2%	0%	36%	18%	-6%	6%	-4%	-1%
Cc1[nH]c2ccccc2c1SCCNC(=O)c1ccc(Br)o1	-28%	-1.1%	?	-11%	0%	-8%	-5%	0%	-17%	0%	0%
CCOC(=O)Cc1csc(NC(=O)C2CCCCC2C(=O)O)n1 (centres undefined)	-7%	-1.6%	-9%	0%	1%	-1%	-2%	3%	5%	2%	11%
O=c1c2cnn(-c3ccccc3)c2ncn1Cc1ccccn1	-2%	-2.6%	-3%	0%	2%	4%	-7%	-1%	-1%	0%	-3%
O=c1c(CCc2ccccc2)nc2cnc(Oc3cccc(Cl)c3)nc2n1C[C@H]1CCCO1	20%	-0.5%	-16%	29%	1%[11.4 µM]	-8%	8%	-2%	-6%	0%[9.22 µM]	-1%
CCOc1ccc(C(=O)NCCC(=O)NCCCC(=O)O)cc1	-6%	-0.2%[9.22 µM]	-2%	0%	-1%	13%	-2%	1%	3%	-2%	8%
CN(C)c1ccc(-c2nn3c(C4CCCCC4)nnc3s2)cc1	-19%	3.6%	?	-2%	4%	31%	?	-2%	14%	0%	-7%
O=C(OCn1nnc2ccccc2c1=O)C1CCN(S(=O)(=O)c2cccs2)CC1	41%	-1.7%	12%	4%	-2%	-17%	-1%	5%	-6%	1%	-1%
CCOc1ccc(-n2c(SCc3ccc(C(=O)OC)o3)nc3c(c2=O)SCC3)cc1	0%	-0.7%	21%	-4%	-1%	5%	18%	4%	-10%	-2%	0%
CCN(CC)c1ccc(NC(=O)c2[nH]c(C)c(C(C)=O)c2C)c(C)c1	22%	-0.3%	?	?	-4%	?	-1%	5%	-4%	-3%	0%
N#Cc1cccc(NC(=O)N2CCCC3(CCN(C(=O)c4csnn4)CC3)C2)c1	-25%	-0.5%	4%	-3%	1%[11.4 µM]	8%	-4%	-4%	8%	12%[9.22 µM]	-5%
COCC(=O)N(Cc1nc2ccccc2c(=O)[nH]1)Cc1cccs1	-1%	-0.1%[57.5 µM]	-1%	-2%	0%	-2%	-15%	5%	11%	1%	-1%
COc1ccc(S(=O)(=O)N2CCCC(C(=O)Nc3ccc(OC)c(OC)c3)C2)cc1 (centres undefined)	3%	.	3%	-1%	2%	-13%	12%	-5%	-4%	-1%	6%
CCOC(=O)N1CCN(S(=O)(=O)c2cccs2)CC1	-10%	4.3%	10%	-3%	2%	4%	4%	-2%	2%	5%	3%
Remaining list, next part
SMILES	ERK AVP inh	HBB splice mod	CRE-bla Fsk	Hsp90 Hop PPI	Luciferase inh	Tau filament bind	HADH2 inhib	DNA Pol III inh	15-hLO inh	Epigenetic mod	UbGFP stabilizer
CC(=O)Nc1ccc(NC(=O)c2c(C)nc3ccccn23)cc1	-23%	2.1%	10%	-1%	-35%	4%	6%	-1%	12%	0%	1%
Cn1c(=O)c2c(nc(CN3CCN(C(=O)c4ccco4)CC3)n2CCCc2ccccc2)n(C)c1=O	.	-0.3%	-8%	-2%	0%	-14%	12%	-5%	2%	.	10%
COC(=O)c1ccc(C)c(NS(=O)(=O)c2ccc(OC)cc2)c1	-6%	-0.1%[0.0738 µM]	0.5µM*	1%[11 µM]	1%	-13%[11.4 µM]	3%[11.4 µM]	-3%[11.4 µM]	6%[11.4 µM]	0%	2%[9.17 µM]
CC1(CCc2ccccc2)NC(=O)N(Cc2nnc(-c3ccccc3Br)o2)C1=O (centres undefined)	4%	-0.4%[57.5 µM]	-4%	-2%	5%	2%	-5%	12%	0%	2%	-2%
CC(=O)Nc1ccc(N/C=C/C(=O)c2ccco2)cc1	-4%	-0.6%	-1%	-6%	25µM*	0%	-9%	-8%	-10%	0%	2%
COc1ccc(C2=NOC(C(=O)Nc3c(C)n(C)n(-c4ccccc4)c3=O)C2)cc1OC (centres undefined)	-22%	-0.7%	2%	-3%[2.3 µM]	5%	-2%	1%	-5%	6%	.	9%
O=C(O)CCCCCn1c(SCC(=O)N2CCCC2)nc2ccsc2c1=O	-17%	4.6%[0.369 µM]	15%	-2%	1%	-5%	-4%	2%	15%	-4%	.
Cc1cccc(NCc2nc(SCC(N)=O)n[nH]2)c1	-8%	.	-8%	2%	-2%	8%	-4%	-6%	11%	1%	-2%
Cc1ccc(S(=O)(=O)c2c(N)n(CCN3CCOCC3)c3nc4ccccc4nc23)cc1C	-26%	-0.1%	5%	3%	0%	14%	-24%	-2%	?	0%	3%
CCC(=O)N1CCc2cc(S(=O)(=O)NCCCOC)ccc21	-22%	0.4%	27%	5%	6%	5%	1%	-12%	2%	1%	7%
CCCC(c1nnnn1CCC(C)C)N1CCC(C(N)=O)CC1 (centres undefined)	1%	1.1%	-19%	-2%	-2%	7%	8%	-4%	3%	0%	6%
O=C(CCCN1C(=O)c2ccccc2C1=O)NCCC1=CCCCC1	-7%	-0.7%	1%	2%	0%	-4%	23%	-5%	5%	0%	-3%
CCOC(=O)c1cccc(NC(=O)CSc2nnc(CNc3ccc(C)cc3)n2CC)c1	-2%	.	3%	-9%	-17%	-15%	14%	0%	13µM*	-1%	1%

Compound activity from PubChem.
